Bioassay records deposited in PubChem BioAssay by several laboratories.
TNAP act hiacc: increases human TNAP activity under high phosphate acceptor concentration; 200,000 tested, under 10 active; purified TNAP, CDP-star luminescence, 1 M DEA, 30 min; active compounds read high; 0 = EDTA background, 1 = DMSO-only activity; activation factor at 20 µM;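 active = activation factor at least 2 at 20 µM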
Target sequence (P05186 whole entry, looked up): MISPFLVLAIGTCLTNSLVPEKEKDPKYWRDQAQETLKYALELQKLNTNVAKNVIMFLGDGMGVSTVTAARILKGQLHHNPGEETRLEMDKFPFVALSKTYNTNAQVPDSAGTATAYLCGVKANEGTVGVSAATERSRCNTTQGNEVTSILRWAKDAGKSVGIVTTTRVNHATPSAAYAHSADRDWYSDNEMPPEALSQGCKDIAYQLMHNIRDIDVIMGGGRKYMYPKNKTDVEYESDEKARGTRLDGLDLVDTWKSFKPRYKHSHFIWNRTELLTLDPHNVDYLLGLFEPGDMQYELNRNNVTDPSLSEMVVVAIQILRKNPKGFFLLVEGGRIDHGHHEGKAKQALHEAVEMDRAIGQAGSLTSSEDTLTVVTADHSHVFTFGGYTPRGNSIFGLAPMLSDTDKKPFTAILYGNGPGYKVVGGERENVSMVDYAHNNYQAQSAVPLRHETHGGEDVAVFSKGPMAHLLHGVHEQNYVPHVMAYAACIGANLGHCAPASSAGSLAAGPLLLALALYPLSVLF
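Test system – human TNAP · Doses – 20 µM single point · Incubation – 30 min, room temperature · Signal – luminescent substrate turnover signal · Read-out basis – activation factor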
ROMK mod: modulators of human ROMK potassium channel. Tet-inducible ROMK, thallium flux fluorescence; actives lie on both sides. B-score at 10 µM. hit rate 2% among 130,000. AID 1918;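 active = signal ratio slope over the read window, or its plate-corrected B-score, at least 3 SD from the plate mean, either direction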;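 also: B-score of the F/F0 ratio slope over 7 to 12 s after thallium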
PPARg SRC1 recr: promotes SRC-1 coactivator recruitment by human PPARgamma | P37231 | PPARgamma-SRC-1 coactivator recruitment biochemical assay | activation, % at 8 µM | hit rate 0.41% among 200,000 | AID 631; in the data active = activation above about 19%;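 also: 0% = DMSO and 100% = reference agonist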
Target sequence (P37231 whole entry, looked up): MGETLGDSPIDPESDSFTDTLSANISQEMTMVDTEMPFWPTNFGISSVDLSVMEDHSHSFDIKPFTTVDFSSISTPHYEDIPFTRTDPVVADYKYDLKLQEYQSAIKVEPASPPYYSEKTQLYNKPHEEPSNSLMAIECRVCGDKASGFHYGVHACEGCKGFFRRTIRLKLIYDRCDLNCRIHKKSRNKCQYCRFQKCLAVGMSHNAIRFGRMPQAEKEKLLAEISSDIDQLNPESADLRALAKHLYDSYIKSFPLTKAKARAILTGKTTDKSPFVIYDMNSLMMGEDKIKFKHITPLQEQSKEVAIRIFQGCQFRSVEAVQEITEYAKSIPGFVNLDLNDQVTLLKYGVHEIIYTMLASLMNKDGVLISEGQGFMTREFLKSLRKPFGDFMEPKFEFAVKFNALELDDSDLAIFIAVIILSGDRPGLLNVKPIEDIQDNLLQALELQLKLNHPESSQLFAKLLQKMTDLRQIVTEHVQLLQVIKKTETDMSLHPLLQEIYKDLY
bIAP inhibitor: blocks bovine intestinal alkaline phosphatase activity. purified bovine IAP, CDP-star luminescence, 30 min. inhibition, % at 20 µM. 190,000 tested, under 10 active;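 active = over 50% inhibition of intestinal alkaline phosphatase at 20 µM in the single-dose screen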
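System: purified bovine intestinal alkaline phosphatase (IAP) enzyme; Input: IAP diluted 1/65,000,000 in the well; Measured by: CDP-star luminescence signal; Compound dosing: 20 µM single dose; Incubation: 30 min reaction at room temperature.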
PPARg SRC3 recr: agonists of human PPARgamma SRC-3 coactivator recruitment; AID 731; biochemical PPARgamma/SRC-3 coactivator recruitment assay; hit rate 0.26% among 200,000; activation, % at 8 µM; P37231; in the data active = activation above about 23%;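 also: 0% = DMSO and 100% = reference agonist; some compounds past the cut are filed as inactive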
PPARg SRC-2 ag: agonists of SRC-2 recruitment by human PPARgamma; activation, % at 8 µM; P37231; PPARgamma LBD-SRC-2 recruitment, biochemical; AID 1032; hit rate 0.34% among 200,000; in the data active = activation above about 22%;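 also: 0% = vehicle and 100% = reference agonist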
SRC2 TRFRET art: TR-FRET artefact, counter-screen to PPARgamma/SRC-2 agonist assay; active compounds read high; hit rate 0.4% among 200,000; TR-FRET ratio at 8 µM; AID 1049; in the data active = TR-FRET ratio above about 2000; also: inactives centre near 1500
STAT3 act: activators of IL-6 induced STAT3 signaling; U3A cells, IL-6 STAT3-luciferase reporter, luminescence; 100% = signal with IL-6 EC80 alone; activation (% of control), % at 5.6 µM; hit rate 0.91% among 190,000; AID 871;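 active = activation above the screen-wide mean of compound activation plus 3 SD, cut at about 130% in these data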;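 also: 0% = background luminescence of wells with medium and substrate only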
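Test system: STAT3-luciferase reporter U3A cells; Detection: reporter luminescence signal; Times: 1 h compound pre-exposure, 6 h IL-6 stimulation, 37 °C; Benchmarks: IL-6-only high control; Also added: IL-6 stimulus at 33 ng/mL final.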
bIAP act: increases bovine intestinal alkaline phosphatase activity; purified bovine IAP, CDP-star luminescence, 30 min; active compounds read high; fold of DMSO-control signal, blank-subtracted; hit rate 0.17% among 200,000; activation factor at 20 µM;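 active = activation factor of 2 or more at 20 µM, a signal rise over negative controls twice the positive control's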
STAT1 blocker: STAT1 signaling inhibition; NIH 3T3 STAT1-luciferase reporter, IFN-gamma, luminescence; hit rate 0.35% among 200,000; inhibition, % at 5.5 µM;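 active = inhibition above a set limit, the mean inhibition across all tested compounds plus 3 SD, cut at about 34% in these data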;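 also: 0% = IFN-gamma with DMSO and 100% = IFN-gamma with 300 µM nifuroxazide; values of inactives mirror those of a sister screen read the other way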
STAT3 inh: STAT3 signaling inhibition; U3A cells, IL-6 STAT3-luciferase reporter, luminescence; host cell line lacks STAT1; inhibition, % at 5.5 µM; hit rate 0.89% among 190,000;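 active = inhibition above the mean inhibition across all screened compounds plus 3 SD, cut at about 44% in these data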;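 also: 0% = DMSO only wells and 100% = 100 µM nifuroxazide control wells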
An asterisk follows results filed as active; nt = no result given.

SMILES	TNAP act hiacc	ROMK mod	PPARg SRC1 recr	bIAP inhibitor	PPARg SRC3 recr	PPARg SRC-2 ag	SRC2 TRFRET art	STAT3 act	bIAP act	STAT1 blocker	STAT3 inh
CO/N=C(/CS(=O)(=O)c1ccc(C)cc1)c1ccc(OC)cc1	1	1.7	-1	3	-3	2	1405	93	1	-2	13
CCOC(=O)N1CCN(Cc2nc3ccc([N+](=O)[O-])cc3c(=O)n2-c2cccc(OC)c2)CC1	1	-0.07	-1	-4	-1	0	1631	83	1	-1	26
Cc1nn(-c2ccccc2)c(Cl)c1C(=O)N1CCN(C)CC1	1.1	0.67	7	-5	6	4	1711	101	1.1	-8	0
CCn1c(C)cc(/C=C2/NC(=O)N(Cc3ccccc3F)C2=O)c1C	1	-0.19	7	12	2	10	1603	98	0.9	10	0
Cc1ccc(S(=O)(=O)Nc2nonc2C)cc1	1.1	-0.011	6	8	2	12	1557	102	0.9	2	-2
CC1CCCC(C)N1C(=S)SCC(=O)O (centres undefined)	1	-0.21	-2	5	-4	-4	1314	104	0.9	-7	-6
O=c1[nH]c(SCc2ccccc2Cl)nc2[nH]ncc12	1	-0.29	3	-8	3	6	1603	98	1.1	-14	9
O=C(Cc1cccc2ccccc12)N/N=C/c1ccc(F)cc1	0.9	0.2	-3	4	-1	-4	1402	105	1	0	2
CCOc1ccccc1NC(=O)c1cc(S(=O)(=O)N2CCC3(CC2)OCCO3)ccc1F	1	-0.025	-8	7	0	3	1367	97	0.9	1	4
CCc1ccccc1N1C(=O)C2C3CC(=O)C(c4ccccc43)C2C1=O (centres undefined)	1	-1.9	-11	-3	-1	-1	1368	109	1	-7	-2
Cn1c2ccc(F)cc2c2ncn(CCCN(CCO)CCO)c(=O)c21	0.9	nt	2	-8	-5	2	1543	111	1.1	-4	-12
CCN(CC)c1ccc(/C=c2\sc3nnc(-c4ccccc4Cl)n3c2=O)cc1	1	nt	6	24	-10	0	1568	100	0.8	-1	6
CCOC(=O)C1CCCN(S(=O)(=O)c2ccc(C)cc2)C1 (centres undefined)	1	nt	3	-30	-4	11	1494	95	1.3	6	11
O=C1c2ccccc2C(=O)N1CCc1nc2ccccc2c(=O)n1Cc1ccco1	1	0.24	2	-2	-9	-5	1527	88	1	-6	20
Cc1ccc(Cn2nc(C)c(NC(=O)C3CC3)c2C)cc1	1	nt	2	0	-9	8	1517	100	1	8	2
COc1ccc(C(=O)C[n+]2ccccc2/C=N/O)cc1	1	0.33	9	23	2	-1	1513	106	0.8	-16	-10
COC(=O)c1sc(N)c(C(=O)OC)c1COC(=O)[C@@H](NS(=O)(=O)c1cccc(Cl)c1)C(C)C	1	nt	6	-56	-1	-4	1505	109	1.6	14	-8
Cc1[nH]n(-c2nc(-c3cccc([N+](=O)[O-])c3)cs2)c(=O)c1C	1	1	5	21	-2	5	1509	100	0.8	-14	1
COc1ccc(N(CC(=O)NN=C2CCCCCCC2)S(=O)(=O)c2ccccc2)cc1Cl	1	-0.42	4	-11	4	1	1400	100	1.1	-3	-3
CCOc1ccc2[nH]c(=O)c(CN(CCN3CCCC3)C(=S)Nc3ccccc3OC)cc2c1	1.1	-1.2	-6	0	0	2	1366	104	1	-2	-4
Cn1c(=O)oc2cc(S(=O)(=O)Nc3ccc(Cl)cc3F)ccc21	1	nt	2	10	1	-7	1518	108	0.9	7	-9
CCCNC(=O)N1CCN(Cc2ccco2)CC1	1.1	0.61	-1	-5	-1	-9	1538	106	1	-5	-1
Cn1c(CN2CCOCC2)nnc1SCc1ccc(C#N)cc1	1	-0.11	0	0	0	1	1445	102	1	0	0
CC(=O)C1=C(c2ccccc2)NC(=S)NC1c1ccc(O)c(O)c1 (centres undefined)	0.9	-0.051	3	-1	3	10	1484	95	1	-7	10
Cc1ccc(Oc2ccc(OCC(=O)NC(CC(C)C)C(=O)O)cc2)cc1 (centres undefined)	1	1.1	-4	3	0	-6	1592	98	1	-11	3

(next part)
SMILES	TNAP act hiacc	ROMK mod	PPARg SRC1 recr	bIAP inhibitor	PPARg SRC3 recr	PPARg SRC-2 ag	SRC2 TRFRET art	STAT3 act	bIAP act	STAT1 blocker	STAT3 inh
COc1ccc(-n2c(C)cc(=O)c3c2CC(C)(C)CC3=O)cc1	1	0.036	2	10	-6	-7	1271	96	0.9	6	9
Cc1ccc(-n2nnnc2SCC(=O)Nc2cccc(NC(=O)c3ccco3)c2)cc1C	1	-0.53	-6	12	1	-5	1308	101	0.9	4	3
Cc1cc(CCCCCCCCc2cc(C)cc(=O)o2)oc(=O)c1	1	nt	4	2	-2	0	1412	100	1	-8	-5
Cc1ccc(NC(=S)N(CCCN2CCCC(C)C2)Cc2ccco2)cc1C (centres undefined)	1	-0.41	4	10	3	8	1613	98	0.9	-4	4
CCOc1ccc(-c2nnn(CC(=O)NCc3ccccc3)n2)cc1	1	0.71	2	0	7	-2	1622	107	1	-2	-7
O=C(Nc1nc(-c2cc3ccccc3o2)cs1)c1ccc(S(=O)(=O)N2CCCC2)cc1	1.1	-0.0088	-8	9	6	4	1313	53	0.9	21	58*
CCCN1CCN(C(=O)c2ccc(Sc3ccc(C)cc3)c(NC(C)=O)c2)CC1	1	nt	9	-8	10	-3	1413	95	1.1	10	9
Cc1sc2ncnc(SCC(=O)NNC(=O)c3ccco3)c2c1C	1	1.4	2	-13	3	-4	1587	100	1.1	4	1
COC(=O)CSc1ccc2nnc(CCNS(=O)(=O)c3ccc(C)cc3)n2n1	1	-1.8	-1	0	0	1	1507	100	1	4	7
CC(C)N(Cc1ccccc1)C(=S)Nc1ccc(F)cc1	1.1	0.99	10	-5	4	-2	1394	101	1.1	3	6
COC(=O)Cn1c(CN(Cc2ccccc2)Cc2ccccc2)nc2c1c(=O)[nH]c(=O)n2C	1.1	nt	8	-1	2	2	1586	86	1	6	24
Cc1ccsc1C1Nc2ccccc2C(=O)N1O (centres undefined)	1	nt	2	14	-2	0	1285	95	0.9	16	9
Cc1cc(-c2csc(NC(=O)c3ccc(C#N)cc3)n2)c(C)n1Cc1ccco1	1	-0.015	0	10	3	1	1469	88	0.9	10	16
Cn1c(C(=O)N2CCN(C(=O)c3ccco3)CC2)cc2c(=O)n(C)c3ccccc3c21	1.1	nt	-6	0	-8	-5	1467	101	1	-6	8
O=C(OCc1cnc(Cl)s1)c1cccs1	1.1	0.0015	5	-12	4	8	1738	92	1.1	6	13
CCOC(=O)c1sc2nc(CN3CCN(c4cccc(C(F)(F)F)c4)CC3)[nH]c(=O)c2c1C	1	nt	4	37	2	9	1553	101	0.6	9	-6
COc1cc(C(C)=O)ccc1COc1ccc(C(=O)OCC(=O)NC(C)(C)C)cc1OC	1	-0.71	1	6	3	5	1630	100	0.9	-2	3
CCOC(=O)C1CCCN(S(=O)(=O)c2cc(OCC(N)=O)c(C)cc2Cl)C1 (centres undefined)	1	-0.58	3	-3	10	9	1516	105	1	1	-3
CCCn1c(CC)nc([N+](=O)[O-])c1Sc1ccc(C)cc1	1	0.073	-5	6	1	2	1400	97	0.9	13	4
Cn1nnnc1SCc1nnc(-c2ccc(Cl)cc2)o1	1	nt	6	6	-2	4	1768	106	0.9	-6	-4
Cc1ccc(C2CC2C(=O)NNC(=S)Nc2cccc(C)c2)cc1 (centres undefined)	1	-2	-3	-2	10	11	1513	94	1	11	10
O=C1CCCCCN1CSc1nc2ccccc2s1	1.1	nt	5	-2	-2	6	1631	96	1	-1	9
CCN(CC)S(=O)(=O)c1ccc2[nH]c(=O)cc(C(=O)Nc3ccc(C)cc3)c2c1	1	-0.032	5	8	5	7	1593	99	0.9	5	10
CCOc1ccc(CNC(=O)CCc2cn(Cc3ccccc3)c3ccccc23)cc1	1	-0.93	-3	-2	0	-5	1357	98	1	3	2
CC1CN(Cc2nc3c(c(=O)n(C)c(=O)n3C)n2CC(O)CO)CC(C)O1 (centres undefined)	1	nt	-4	6	2	6	1439	103	0.9	2	0

Look-ups from the entries so far.
Cc1sc2ncnc(SCC(=O)NNC(=O)c3ccco3)c2c1C – STAT3 act: 100
O=C1CCCCCN1CSc1nc2ccccc2s1 – STAT3 inh: 9

(continued)
SMILES	TNAP act hiacc	ROMK mod	PPARg SRC1 recr	bIAP inhibitor	PPARg SRC3 recr	PPARg SRC-2 ag	SRC2 TRFRET art	STAT3 act	bIAP act	STAT1 blocker	STAT3 inh
c1csc(-c2ccnc3ncnn23)c1	1	0.58	1	8	3	-5	1442	81	0.9	7	24
COc1ccc(CCNC(=O)CSc2nnc3ccc(-c4cccnc4)nn23)cc1	1	-0.71	4	-4	4	5	1699	98	1	4	13
CN1N=C(C(F)(F)F)CC1=O	1	0.3	4	1	-4	-1	1520	98	1	-1	10
CCN(CC(=O)Nc1ccc(OC)c(OC)c1)S(=O)(=O)c1ccc(C)cc1	1	nt	3	13	-8	0	1432	89	0.9	1	16
O=C(CN1CCN(c2ccccc2O)CC1)Nc1cc([N+](=O)[O-])ccc1Cl	1	0.38	10	-9	0	-4	1335	103	1.1	-9	4
CCOC(=O)Cc1csc(-n2sc3ccccc3c2=O)n1	1	0.19	6	-8	17	2	1507	127	1.1	8	-26
O=C(CC1C(=O)NCCN1Cc1ccccc1C(F)(F)F)NCCn1cccn1 (centres undefined)	1	0.35	2	-10	6	-3	1427	101	1.1	-2	4
Cc1[nH]c2ccccc2c1/C=N/Nc1ccc([N+](=O)[O-])cc1S(=O)(=O)Nc1ccc(Cl)cc1	0.6	0.4	3	20	-4	4	1484	118	0.8	9	-24
Cc1cccc(-n2c(SCC(=O)NCc3ccco3)nc3ccccc3c2=O)c1	1.1	nt	8	3	7	5	1553	91	1	5	15
Cn1cccc1/C=N/NC(=O)Cc1cccc2ccccc12	1	-0.18	-2	15	-1	2	1608	75	0.9	20	37
COc1ccc(CNC(=O)COC(=O)/C=C/c2ccc(Cl)cc2)cc1	1	0.41	8	1	3	3	1521	108	1	-8	-1
O=C(NC1CCCC1)C(c1ccc(N2CCOCC2)cc1)N(Cc1ccccc1)C(=O)c1ccco1 (centres undefined)	1.1	nt	-1	33	14	4	1588	110	0.7	-8	-6
COc1ccc(NC(=O)NC2(C(=O)N3CCCCCC3)CCCCC2)cc1	1.1	nt	-3	-19	3	3	1404	108	1.2	0	-2

Compounds shown so far with a CF3 group, in the order listed:
SMILES	TNAP act hiacc	ROMK mod	PPARg SRC1 recr	bIAP inhibitor	PPARg SRC3 recr	PPARg SRC-2 ag	SRC2 TRFRET art	STAT3 act	bIAP act	STAT1 blocker	STAT3 inh
CCOC(=O)c1sc2nc(CN3CCN(c4cccc(C(F)(F)F)c4)CC3)[nH]c(=O)c2c1C	1	nt	4	37	2	9	1553	101	0.6	9	-6
CN1N=C(C(F)(F)F)CC1=O	1	0.3	4	1	-4	-1	1520	98	1	-1	10
O=C(CC1C(=O)NCCN1Cc1ccccc1C(F)(F)F)NCCn1cccn1 (centres undefined)	1	0.35	2	-10	6	-3	1427	101	1.1	-2	4
